# NOD1 NF-kB reporter: inhibition of NOD1-driven NF-kB reporter – cell-based, luminescence, uHTS, primary screen (AID 1578); 290,000 tested, 1% active; NOD1-driven NF-kB luciferase reporter cells, luminescence; higher % means a stronger effect; inhibition, % at 4 µM; hits with a dose series show EC50 in µM; in the data active = inhibition mostly above about 36%, no sharp cut-off; inactive = mostly below about 34%;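 note: HEK-293T reporter cells stimulated with the NOD1 agonist gamma-tri-DAP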
# Myeloid diff 2: promotes myeloid progenitor differentiation. ER-HoxA9 myeloid progenitors, lysozyme-GFP differentiation, flow cytometry. calls only at 10 µM. 360,000 tested, 1% active. AID 624256;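 active = normalized GFP-positive differentiation at or above the plate's own cutoff, the solvent-only control mean plus 3 SD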;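 note: cells exposed to compound for four days before flow analysis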
# HEK293 NOD2/NF-kB: NOD2 signaling inhibitors, cell-based, luminescence, uHTS, HEK293 (AID 1566) | HEK293 NOD2/NF-kB luciferase reporter, luminescence; higher % means a stronger effect | one-dose inhibition, % at 4 µM; EC50 in µM for titrated hits | 290,000 tested, 0.63% active; note: many of its hits are not listed in these tables
# GPR35 arrestin U2OS: inhibition of zaprinast-stimulated GPR35 beta-arrestin translocation – imaging, U2OS, beta-arrestin-GFP, zaprinast agonist, primary screen (AID 2058) | inhibition, % at 10 µM; hits with a dose series show IC50 in µM | 290,000 tested, 0.052% active | U2OS GPR35 beta-arrestin-GFP translocation imaging, zaprinast antagonism; higher % means a stronger effect;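 active = inhibition of at least 50% with at least 30 cells and total cytoplasm GFP at most 10,000,000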
# GPR55 LPI antagonism: GPR55 antagonists blocking LPI-driven arrestin recruitment, primary screen, imaging, U2OS, beta-arrestin-GFP, LPI agonist (AID 2013) | 290,000 tested, 0.13% active | one-dose inhibition, % at 10 µM; IC50 in µM for titrated hits | U2OS GPR55 beta-arrestin-GFP translocation imaging, LPI antagonism; higher % means a stronger effect;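 active = spots per cell inhibited over 60%, with over 100 cells counted and total cytoplasm intensity under 500,000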;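 note: U2OS cells stably carrying GPR55 and arrestin-GFP stimulated by 5 µM LPI near EC80; imaged beta-arrestin-GFP aggregate spots per cell after agonist stimulation; plate controls were LPI-stimulated DMSO wells for no effect and DMSO wells without LPI for full effect; some results filed as inactive read as strong as hits; confirmed hits need IC50 under 10 µM and bright autofluorescent wells are also inconclusive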
# KOR beta-arrestin-1: KOR antagonists, beta-arrestin recruitment, cell-based, luminescence, uHTS (AID 1778); KOR beta-arrestin recruitment, luminescence, antagonist mode; higher % means a stronger effect; one-dose inhibition, % at 10 µM; IC50 in µM for titrated hits; 290,000 tested, 0.091% active; note: strong numbers were not always called active
# HIV fusion peptide: inhibitors of HIV fusion peptide binding, primary screen, biochemical, uHTS, fluorescence dequenching (AID 1986) | one-dose inhibition, % at 20 µM; IC50 in µM for titrated hits | cell-free peptide binding, fluorescence dequenching, 30 min; higher % means a stronger effect | 290,000 tested, 0.3% active; in the data active = inhibition mostly above about 52%, no sharp cut-off; inactive = mostly below about 76%; note: some results filed as inactive read as strong as hits
# KOR beta-arrestin-2: kappa opioid receptor activators – cell-based, luminescence, uHTS, primary screen (AID 1777). activation, % at 10 µM, or EC50 in µM where a hit was titrated. KOR beta-arrestin recruitment, luminescence; higher % means a stronger effect. 280,000 tested, 0.02% active; in the data active = activation above about 50%, passing the limit was not always enough; note: a part of the inactive calls stands beside numbers as strong as those of hits
# GPR55 beta-arrestin: selective activators of receptor GPR55 – imaging, U2OS cells, beta-arrestin-GFP redistribution, primary screen (AID 1961); 290,000 tested, 0.048% active; activation, % at 10 µM, or EC50 in µM where a hit was titrated; U2OS GPR55 beta-arrestin-GFP redistribution imaging; higher % means a stronger effect;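 active = activation above 40% with more than 50 cells counted in the well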;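 note: U2OS osteosarcoma cells stably expressing GPR55 and beta-arrestin-GFP; plate controls were DMSO negative control for no effect and LPI positive control for full effect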
# Myeloid diff 2 GFP+ MAC1+ %: also measured in Myeloid diff 2; calls as there; GFP+ MAC1+ double positive, %; measured here: differentiation confirmed by MAC1 staining
# Starred values were filed as active, the others as inactive; i = inactive; . = not tested or not shown; + = active, no number; & = joins results of further samples; [ ] = dose if it differs, or a comment. Cut-off read from the data, not from the text of the source, unless noted: active = inhibition above about 50%; inactive = the rest. A portion of the library. The share of hits here may be higher or lower than overall.
mol,NOD1 NF-kB reporter,Myeloid diff 2,Myeloid diff 2 GFP+ MAC1+ %,HEK293 NOD2/NF-kB,GPR35 arrestin U2OS,GPR55 LPI antagonism,KOR beta-arrestin-1,HIV fusion peptide,KOR beta-arrestin-2,GPR55 beta-arrestin
COc1ccc(CNC(=O)COC(=O)Cc2ccsc2)cc1,-28%,i,0.1,-9%,-6%,9%,-20%,-1.7%,0.7%,-0.5%
COc1ccccc1CNC(=O)CN1C(=O)CSc2ccc(S(=O)(=O)N3CCCC3)cc21,-24%,i,0.1,8%,3%,14%,-8%,-1.7%,1.8%,-0.3%
Clc1ccc(CSc2nnc(-c3ccccn3)n2Cc2ccco2)c(Cl)c1,2%,i,1.2,-3%,3%,-2%,-14%,5.7%,2.2µM*,0.0%
Cc1noc(C)c1C(=O)OCC(=O)Nc1cc(Cl)ccc1Oc1ccccc1,-7%,i,0.9,8%,14%,19%,2%,-2.0%,1.4%,-0.1%
CCc1ccccc1NC(=O)N1C2CCCC1CC(NC(=O)C(C)(C)C)C2 (centres undefined),0%,i,0.9,3%,8%,-9%,-19%,2.2%,0.5%,-0.3%
CC(=O)NC1C(=O)N(CCN2CCOCC2)c2ccc(C)cc21 (centres undefined),-11%,i,0.3,2%,-3%,18%,34%,-3.1%,-3.0%,-0.1%
COc1ccccc1N1CCN(CCCC(=O)c2ccc(F)cc2)CC1,-4%,i,2.1,-4%,-12%,3%,29%,-1.9%,10%,-0.2%
Cc1ccc(NC(=O)CSc2nc3c(c(=O)[nH]2)CCC3)cc1C,-10%,i,0.6,5%,-9%,18%,27%,-0.2%,-3.4%,0.0%
CC1CN(C(=O)c2cc3ccccc3oc2=O)CC(C)O1 (centres undefined),1%,i,4.7,8%,4%,-7%,14%,-2.5%,7.6%,-0.2%
COc1ccc2[nH]c3c(=O)n4c(nc3c2c1)SCC4,-44%,i,0.1,3%,2%,8%,0%,0.3%,3.8%,0.5%
O=C(O)c1ccc(Nc2ccc3nonc3c2[N+](=O)[O-])cc1,-21%,i,0.4,6%,4%,-3%,4%[20 µM],-1.9%,-4.4%,-0.1%
CSc1ccccc1NC(=O)c1ccccn1,-28%,i,0.2,-10%,3%,-9%,24%,-2.4%,0.5%,0.6%
CSc1ncc(C(=O)Nc2ccc(Br)cn2)c(C)n1,-9%,i,0.3,-10%,-4%,-2%,2%,16%,-0.1%,0.0%
COC(=O)CSCC(=O)Nc1cc2c(cc1C(C)=O)OCO2,7%,i,1.0,13%,-2%,4%,-14%,-4.1%,0.1%,-0.3%
O=C(NCc1cccc(F)c1)C1CCN(C(=O)c2sccc2-n2cccc2)CC1,-21%,i,0.4,10%,3%,5%,2%,-1.7%,-5.9%,0.4%
O=C(COc1c(Br)cc(Br)cc1Br)N/N=C/c1ccco1,-26%,i,12,-6%,9%,10%,-32%,0.7%,4.7%,-0.1%
Cc1cc(C2=NNC(=Nc3ccc(S(=O)(=O)N4CCOCC4)cc3)SC2)c(C)n1C,1%,i,0.8,-8%,9%,2%,21%,-1.1%,3.5%,-0.2%
CN(C)CCCN1c2ccccc2CCc2ccc(Cl)cc21,-48%,i,5.8,-25%,6%,15%,-15%,1.6%,2.4%,-0.1%
CC(C)(C)NC(=O)CSc1n[nH]c(=O)n1-c1ccccc1,-2%,i,1.3,6%,5%,2%,-21%,7.3%,-2.8%,-0.1%
Cc1nn(Cc2ccc(Cl)c(Cl)c2)c(C)c1NC(=O)c1cn(-c2ccccc2)nc1-c1ccccc1,-21%,i,2.6,-10%,-10%,31%,-25%,1.8%,-0.4%,0.2%
Cc1cc([N+](=O)[O-])cc2c1NC(=O)C2(O)N1CCCC(C)C1 (centres undefined),-12%,i,0.3,-1%,-7%,9%,27%,-0.9%,-2.9%,-0.1%
CCOC(=O)c1c(C)[nH]c(C(=O)OCC(=O)Nc2ccc(OC)c(Cl)c2)c1C,-23%,i,1.0,13%,7%,-5%,20%,-0.2%,6.5%,0.2%
COc1ccc(N2CCN(C(CNC(=O)C(=O)NCCC3=CCCCC3)c3ccco3)CC2)cc1 (centres undefined),-30%,i,0.2,12%,-15%,11%,10%,-2.8%,12%,0.0%
CCOC(=O)N1CCN(C(=O)C(NC(=O)c2ccc(CC)cc2)C(C)C)CC1 (centres undefined),-5%,i,6.4,-5%,8%,1%,-4%,-0.4%,0.5%,0.2%
Cc1cc(C)nc(SCC(=O)c2ccc3c(c2)OCCO3)n1,-12%,i,1.4,14%,4%,7%,-10%,-1.1%,-1.8%,-0.2%
CCCCn1c(-c2ccc([N+](=O)[O-])cc2)n[nH]c1=S,-20%,i,1.0,3%,-3%,11%,-21%,-1.2%,5.3%,-0.3%
CCOc1ccc(CNC(=O)C2CCN(c3nn4c(=O)cc(C)nc4s3)CC2)cc1,-12%,i,0.8,-1%,2%,4%,-34%,-0.5%,1.8%,-0.1%
Fc1ccccc1N1CCN(C(c2ccncc2)c2nnnn2C2CCCC2)CC1 (centres undefined),-62%,i,1.5,-15%,-11%,1%,-21%,-0.1%,-0.4%,3.3%
CCn1c(CNC(=O)c2cccc(C)c2)nnc1SCC(=O)NC1CCCCC1C (centres undefined),2%,i,3.0,8%,12%,7%,40%,-0.9%,-0.9%,0.0%
CCOC(=O)N1CCN(c2nc(C)c3c(n2)CC(C)CC3=O)CC1 (centres undefined),-20%,i,0.4,0%,-9%,5%,-8%,-1.3%,-2.2%,-0.3%
Cc1ccc2cccc(S(=O)(=O)Nc3ccc4c(c3)OCO4)c2n1,-8%,i,13,-16%,-1%,17%,-6%,3.3%,0.6%,-0.2%
Nc1c(-c2ccccc2)cnn1-c1cccc(C(F)(F)F)c1,-23%,i,0.6,-55%,13%,0%,26%,-2.1%,-4.1%,0.2%
c1ccc(-c2nc[nH]c2-c2ccccc2)cc1,-8%&-9%,i,4.8,-2%&-52%,-17%&6%,3%&-11%,4%&36%,3.0%&-0.6%,-1.6%&-2.7%,-0.1%&-0.1%
Cc1ccc2cc(NC(=O)c3ccc(C(C)(C)C)cc3)ccc2n1,-12%,i,0.5,9%,-5%,3%,4%,-2.4%,-4.8%,0.4%
Cc1nn(-c2ccccn2)c2c1C(=O)C(Br)CC2 (centres undefined),35%,i,0.5,0%,-2%,1%,-34%,-2.3%,5.5%,-0.4%
CCc1cc(=O)oc2c3c(cc(OCC(=O)NCCN4CCOCC4)c12)OC(C)(C)CC3,-17%,i,1.7,12%,-12%,-4%,36%[20 µM],-1.0%,-8.4%,-0.1%
CC(C)c1onc(C(=O)Nc2sc3c(c2C#N)CCC3)c1[N+](=O)[O-],34%,i,0.1,15%,-13%,-8%,-49%,19%,4.4%,0.1%
CCC(=O)Nc1cccc(C(=O)/C=C/c2ccccc2)c1,1%,i,3.4,-84%,18%,13%,.,-2.8%,.,-0.1%
COC(=O)C1CSC(C(=O)OC)N1C(=O)Nc1c(C)cccc1C (centres undefined),1%,i,8.7,-10%,9%,2%,-21%,-0.8%,3.7%,-0.1%
O=S(=O)(Nc1ccc(-c2csc(-c3ccccc3)n2)cc1)c1ccccc1,-4%,i,0.8,9%,-11%,16%,7%,1.7%,5.9%,-0.3%
Cc1ccc(-c2cc(C(=O)N/N=C/c3ccc(F)cc3)n[nH]2)o1,-12%,i,0.6,18%,13%,-2%,2%,-1.4%,-3.7%,0.2%
CC(C)=CC(=O)OCC(=O)Nc1cc(C)cc(C)c1,-20%,i,0.3,-25%,1%,0%,-11%,-0.2%,0.1%,0.1%
CCc1cc(C(=O)N2CCCC(C(=O)c3ccc(OC)c(F)c3)C2)n(C)n1 (centres undefined),-20%,i,1.2,10%,-10%,28%,-33%,-0.9%,-0.5%,-0.3%
CC(C)(C)OC(=O)N/N=C/c1ccc(N2CCOCC2)s1,-33%,i,1.1,-12%,4%,3%,0%,1.1%,-4.5%,0.8%
CC(=O)Oc1ccc(N2C(=O)CC(N3CCOCC3)C2=O)cc1 (centres undefined),2%,i,0.3,16%,3%,13%,2%,5.2%,-3.0%,-0.3%
CC(C)Oc1ccc(C2CC(=O)N(C)C2=O)cc1 (centres undefined),14%,i,0.2,8%,6%,-5%,-6%,0.1%,-2.5%,-0.2%
C/C(CC(=O)NC(C)(C)C)=N\NC(=O)c1ccccc1N,-6%,i,0.9,10%,-14%,16%,15%,-1.0%,1.1%,0.5%
O=[N+]([O-])c1ccc(O)c(/C=N/n2c(CO)nc3ccccc32)c1,0%,i,0.2,11%,-11%,7%,-2%,0.6%,-0.1%,-0.1%
Cc1nnc(SCC(=O)N2CCOCC2)c2ccccc12,-3%,i,1.4,-4%,8%,-7%,-2%,0.2%,2.1%,-0.2%
NS(=O)(=O)c1ccc(Nc2nc(-c3ccccc3)cs2)cc1,-23%,i,0.2,-1%,-5%,15%,-29%,3.3%,-2.8%,-0.1%
CC(C)n1cnc2c(Nc3cccc(Cl)c3)nc(NCCCO)nc21,10%,+,11*,10%,18%,8%,13%,-1.7%,.,-0.1%
Cc1ccc(-n2cc(CN(C)Cc3ncc[nH]3)c(-c3cccc(C)c3)n2)cc1,-13%,i,0.2,15%,14%,7%,-19%[20 µM],-0.7%,.,-0.1%
CN(C)c1ccc(CN(C)C2CCCCC2)cc1,12%,i,2.0,-1%,-19%,6%,21%,-0.6%,-3.1%,-0.1%
CCOC(=O)c1c(C)[nH]c(C2=NNC(=Nc3ccccc3)SC2)c1C,-40%,i,0.9,-22%,5%,5%,-6%,7.4%,12%,1.3%
O=C(CCc1nnc2ccc(NCc3ccccc3)nn12)NC1CCCCC1,12%,i,2.3,-3%,10%,-2%,15%,-0.4%,-4.5%,0.0%
Cc1ccccc1C(=O)N1CCN(C(c2ccccc2)c2ccccc2)CC1,-1%,i,0.4,47%,-13%,6%,12%,-1.5%,.,0.6%
CCCc1ncc(C(O)c2cccc(OC)c2OC)n1C (centres undefined),-11%,i,1.4,10%,-7%,2%,-9%,-0.8%,3.0%,-0.2%

# Compound activity as filed in PubChem BioAssay.
